Screening data: PubChem BioAssay, National Center for Advancing Translational Sciences (NCATS)
TrxR1 inh = inhibitors of rat thioredoxin reductase 1 | recombinant rTrxR1, NADPH fluorescence consumption, selenite substrate | 390,000 tested, 1% active | Potency, µM (highest dose often 114 µM), for inactives: at the top dose activity change, negative = inhibition, hits mostly inhibitors | AID 588453 | O89049; also: % is scaled to controls: 0 for no effect and ±100 for the full control effect; nearly all actives have a fitted effect of over 65% in size
Target sequence (O89049 whole entry, looked up): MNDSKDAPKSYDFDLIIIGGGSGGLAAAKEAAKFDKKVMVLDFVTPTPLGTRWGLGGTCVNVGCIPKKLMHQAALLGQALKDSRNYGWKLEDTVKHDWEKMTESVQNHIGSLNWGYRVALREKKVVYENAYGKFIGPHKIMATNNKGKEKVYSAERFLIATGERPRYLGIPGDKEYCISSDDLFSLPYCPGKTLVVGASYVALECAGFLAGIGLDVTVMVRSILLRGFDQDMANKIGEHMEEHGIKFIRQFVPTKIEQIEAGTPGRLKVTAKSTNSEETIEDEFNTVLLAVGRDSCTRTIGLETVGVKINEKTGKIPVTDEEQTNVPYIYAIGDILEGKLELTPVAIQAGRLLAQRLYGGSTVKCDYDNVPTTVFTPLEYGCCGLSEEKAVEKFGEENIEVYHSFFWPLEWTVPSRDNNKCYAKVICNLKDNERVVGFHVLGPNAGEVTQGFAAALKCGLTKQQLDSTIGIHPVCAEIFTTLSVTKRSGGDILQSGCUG
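Rat TrxR1 (90 nM in the dispensed reagent) was pre-reduced with 400 uM NADPH for 5 min at room temperature, then incubated with compound for 15 min. After 400 uM selenite was added, NADPH fluorescence (Ex 340/Em 450 nm) was followed for 8 min.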
Pin1 inh = inhibitors of human Pin1; Pin1 FP peptide displacement, HiFluor488, 10 min; Potency, µM (doses to about 115 µM), for the others: top-dose activity, negative = inhibition, most hits filed as inhibitors; 390,000 tested, 0.009% active; AID 504891; active = well fitted inhibition curve with a large enough effect in the polarisation, with a control signal flat, not every such curve was filed as active; inconclusive = small, poorly fitted or top-dose-only effect, or effect the other way, or a change in a side signal; inactive = no such curve, though single readings can be large or run the other way; the % refers to the polarisation; also: % is scaled to controls: 0 for no effect and ±100 for the full control effect
Target sequence (Q13526 whole entry, looked up): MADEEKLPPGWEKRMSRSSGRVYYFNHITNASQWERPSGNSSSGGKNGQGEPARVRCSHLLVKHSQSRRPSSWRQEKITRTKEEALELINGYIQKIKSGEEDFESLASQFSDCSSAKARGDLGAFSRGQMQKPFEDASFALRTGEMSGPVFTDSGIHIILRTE
JMJD2A Tudor inh = blocks the human JMJD2A Tudor domain | O75164 | AlphaScreen JMJD2A-Tudor / H3K4me3 peptide binding | Potency, µM (highest dose often 114 µM), inactives show top-dose activity change, negative = inhibition, hits mostly inhibitors | 390,000 tested, 4.4% active | AID 504339; also: % is scaled to controls: 0 for no effect and ±100 for the full control effect; nearly all actives have a fitted effect of over 50% in size
ERG Ets-DNA blk = ERG Ets/DNA interaction inhibition; P11308; 370,000 tested, 0.028% active; fluorescence polarization, His-ERG Ets domain / labelled DNA; Potency, µM (highest dose often 76.9 µM), inactives show at the top dose FP activity, negative = inhibition, usual class: inhibitors; active = well fitted inhibition curve with a large enough effect in the polarisation, with a control signal flat; inconclusive = small, poorly fitted or top-dose-only effect, or effect the other way, or a change in a side signal; inactive = no such curve, though single readings can be large or run the other way; the % refers to the polarisation;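 also: polarization taken with two DNA probes labelled with fluorescein and Texas red; % of control where 0% means no effect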
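His-tagged ERG Ets domain (1 uM in the protein solution; 300mM KCl, 50mM Tris-HCl, 1mM EDTA, 1mM DTT, pH 7.5) received compound, then a probe mix of 5 nM fluorescein-DNA and 100nM Texas-615-DNA. Fluorescence polarization was read for both dyes.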
ALOX12 inh = ALOX12 (human) lipoxygenase inhibition; P18054; Potency, µM (series often up to 108 µM), inactives show at the highest dose activity change, negative = inhibition, hits mostly inhibitors; 580,000 tested, 1.1% active; purified 12hLO, xylenol orange hydroperoxide absorbance; AID 1671190; also: % is scaled to controls: 0 for no effect and ±100 for the full control effect
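Purified human 12hLO at 150 nM in 25 mM Hepes, 0.01% Triton X-100, pH 7.0, preincubated 15 min at room temperature with compound. Reaction started with 40 uM arachidonic acid, 30 min at room temperature. Hydroperoxide measured by Fe-xylenol orange, 573/405 nm absorbance ratio.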
RGS4 inh = human RGS4 inhibition. P49798. Transcreener GDP fluorescence polarization, RGS4-accelerated GTP hydrolysis. Potency, µM (highest dose often 114 µM), inactives show at the top dose activity change, negative = inhibition, usual class: inhibitors. 390,000 tested, 0.039% active; also: % is scaled to controls: 0 for no effect and ±100 for the full control effect; nearly all actives have a fitted effect of over 75% in size; some results filed as inactive show a strong effect at the top dose
Target sequence (P49798 whole entry, looked up): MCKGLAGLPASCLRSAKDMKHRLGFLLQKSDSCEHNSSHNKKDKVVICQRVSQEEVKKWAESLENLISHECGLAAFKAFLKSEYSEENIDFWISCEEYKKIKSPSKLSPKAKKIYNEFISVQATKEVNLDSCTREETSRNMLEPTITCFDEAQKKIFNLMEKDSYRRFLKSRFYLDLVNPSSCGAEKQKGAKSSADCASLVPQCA
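MLSMR compounds (23 nl, pin-transferred) preincubated 10 min at room temperature with a 500nM (2x) first reagent, then RGS4 at 900nM (2x) plus Transcreener GDP mix added; fluorescence polarization (620/688 nm) read before and after 90 min at 30 °C.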
GLS inh = blocks human kidney-isoform glutaminase activity | 410,000 tested, 0.21% active | Potency, µM (series often up to 45.5 µM), without a hit: at the top dose activity change, negative = inhibition, most hits filed as inhibitors | AID 624170 | GLS enzymatic activity, qHTS titration | O94925; also: % is scaled to controls: 0 for no effect and ±100 for the full control effect
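hKGA; 45 mM KH2PO4 pH 8.2 + 0.02% Tween-20; cpd via pin tool; 1 mM Gln soln; GluOx/HRP/Amplex Red; RT 30 min; fluor. t0 & final.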
HP1b chromo inh = HP1-beta chromodomain-methylated histone interaction inhibition; P83916; AlphaScreen HP1-beta / biotin-H3K9me3 peptide binding; Potency, µM (top dose mostly 114 µM), for the others: at the top dose activity change, negative = inhibition, usual class: inhibitors; 390,000 tested, 0.56% active; AID 540317; also: nearly all actives have a fitted effect of over 70% in size; inactives centre near 23
Target sequence (P83916 whole entry, looked up): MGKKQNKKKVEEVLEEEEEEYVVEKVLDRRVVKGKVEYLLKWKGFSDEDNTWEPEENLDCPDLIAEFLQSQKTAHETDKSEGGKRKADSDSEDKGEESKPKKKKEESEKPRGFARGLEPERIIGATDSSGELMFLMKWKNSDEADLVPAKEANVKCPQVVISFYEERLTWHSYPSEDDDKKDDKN
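Compound inhibition of the preformed complex between 50 nM HP1-beta and 50 nM biotinylated H3K9me3 peptide was read by AlphaScreen. Buffer was PBS pH 7.4 with 0.01% Tween-20. Incubations ran 30 min at room temperature, with 10 ug/mL donor/acceptor beads.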
Tb PGK inh = blocks T. brucei phosphoglycerate kinase; Potency, µM (top dose mostly 57.5 µM), for inactives: top-dose activity change, negative = inhibition, most hits filed as inhibitors; 380,000 tested, 0.043% active; PGK/GAPDH coupled, Kinase-Glo luminescence, 60 min; AID 602233; P07378; also: % is scaled to controls: 0 for no effect and ±100 for the full control effect; nearly all actives have a fitted effect of over 60% in size
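Recombinant glycosomal PGK reaction used 1,3-bisphosphoglycerate generated in-well by GAPDH (100nM final) in 100mM TEA pH 7.6, 5mM MgCl2, 0.01% Tween-20. After 60 minutes at room temperature, ATP was read by Kinase-Glo Plus luminescence end-point.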
Starred values were filed as active, the others as inactive; i = inactive; ? = inconclusive; . = no result given; [ ] = dose if it differs, or a comment. Unless noted, calls follow the shape of the dose curve; as a rule, active = well fitted curve in the direction sought with a large enough effect; inconclusive = small, poorly fitted or top-dose-only effect, or another doubt; inactive = no such curve, though single readings can be large; an effect the other way counts as inactive or inconclusive. Potency is read from the fitted curve at half-maximal effect. Only part of the results is shown; count on the stated rates, not on these rows.

TrxR1 inh	Pin1 inh	JMJD2A Tudor inh	ERG Ets-DNA blk	ALOX12 inh	RGS4 inh	GLS inh	HP1b chromo inh	Tb PGK inh	canonical_smiles
27.3%	-2.7%	-14.4%	6.6%	11.2%	19.4%	7.8%	12.4%	-6.4%	COc1ccccc1N1CCN(C(=O)c2n[nH]c3ccccc23)CC1
24.8%	-2.3%	-18.4%	-2.0%	0.0%	4.4%	19.1%	2.5%	-9.2%	CC(CC12CC3CC(CC(C3)C1)C2)NCc1ccccc1O (stereo not given)
13.5%	0.4%	-21.8%	3.1%	-17.9%	18.5%	?	-14.7%	-2.1%	CC(NC(=O)c1ccc(C(=O)c2ccccc2)cc1)c1ccc(S(N)(=O)=O)cc1 (stereo not given)
25.4%	2.3%	-26.1%	-1.3%	-4.3%	3.2%	-5.0%	10.4%	i	CC1CC(C)CN(C(=O)COc2ccc([N+](=O)[O-])cc2Cl)C1 (stereo not given)
17.9%	-5.0%	-16.4%	0.6%	12.3%	-48.7%	7.8%	52.9%[activator]	-13.8%	COc1ccc(C(=O)Nc2ccc(S(=O)(=O)Nc3nccnc3OC)cc2)cc1
4.9%	-5.2%	-2.2%	-8.0%	-29.6%	5.6%	6.6%	20.7%	4.4%	CCOC(=O)c1cccnc1SCc1cc(=O)n2ccccc2n1
5.7%	-8.3%	?	-2.8%	0.0%	?	18.3%	-3.7%	7.1%	CCC(=O)Nc1ccc(NC(=O)CSc2nnnn2C(C)C)cc1
66.4%[activator]	-0.3%	7.3%	-10.5%	?	-1.2%	-6.7%	55.5%[activator]	i	COC(=O)C1=C(C)NC2=C(C(=O)CCC2)C1c1cn(Cc2ccc(Cl)cc2Cl)nc1-c1ccccc1 (stereo not given)
13.4%	-4.6%	-10.3%	-7.9%	-16.4%	-8.8%	-2.6%	33.2%	-1.4%	CCOC(=O)N1CCN(C(=O)CN(c2ccc(OCc3ccccc3)cc2)S(C)(=O)=O)CC1
-1.1%[57.1 µM]	0.7%	?	1.4%	19.4%	2.6%	0.8%	-7.5%	-5.5%	CCOc1ccc(NC2c3ccccc3C(=O)N2c2ccc(Cl)cn2)cc1 (stereo not given)
25.4%	2.6%	8.0%	6.4%	-15.2%	-10.5%	1.4%	43.5%[activator]	-1.8%	CCOC(=O)c1ccc(NC(=O)Cc2coc3cc(C)cc(C)c23)cc1
2.6%	-2.0%	-16.6%	5.7%	-6.0%	-7.7%	-6.9%	30.4%	i	COc1ccc(CCNC(=O)CN2C(=O)COc3ccc(S(=O)(=O)N4CCCCCC4)cc32)cc1OC
-8.5%	-2.3%	-31.5%	-0.9%	-27.7%	-33.6%	-1.8%	-5.9%	1.5%	S=c1[nH]nc(COc2ccccc2)n1/N=C/c1ccc(Cl)cc1
6.5%[57.1 µM]	-2.2%	8.7%	-5.1%	16.7%	2.0%	14.2%	48.0%[activator]	-1.3%	Cc1ccc(C)c(NC(=O)CSc2n[nH]c(-c3ccncc3)n2)c1
43.3%[activator]	-6.9%	13.6%	-6.1%	-2.0%	?	-10.7%	66.6%[activator]	-8.4%	O=C(CCN1C(=O)/C(=C/c2ccc(F)cc2)SC1=S)NC1C=CS(=O)(=O)C1 (stereo not given)
-20.4%[2.29 µM]	-4.3%	14.1%	-1.8%	18.6%	19.1%	-1.1%	14.5%	5.4%	CN1CC(=O)Nc2ccc(Br)cc2C1=O
25.2%	1.6%	0.0%	-13.3%	-6.4%	-13.2%	-0.8%	27.5%	i	CC(=O)NC(CC(=O)Nc1nc(C)cs1)c1ccccc1 (stereo not given)
8.0%	-1.7%	-0.7%	0.1%	0.0%	10.5%	2.4%	47.1%[activator]	2.4%	COc1ccc(NC(=O)Cn2c(=O)n(CCCC(=O)NCCc3ccc(C)cc3)c(=O)c3ccccc32)cc1Cl
-3.8%	-0.8%	4.7%	-1.1%	-2.0%	11.4%	6.5%	22.1%	-0.2%	CC(=O)Nc1ccc(OCC(O)CN2CCCCC2C)cc1 (stereo not given)
-0.5%	-0.5%	-28.3%	7.9%	3.3%	-8.7%	3.4%	-1.6%	0.2%	COc1ccc(-c2csc(NC(=O)CSCc3c(C)noc3C)n2)cc1OC
16.7%	-5.9%	1.7%	8.7%	8.1%	-3.2%	-3.9%	13.0%	-5.5%	Cc1ccc(C)c(S(=O)(=O)N2CCC3(CC2)OCCN3S(=O)(=O)c2cccs2)c1
25.2%	-8.5%	-9.5%	13.4%	-8.3%	-18.3%	-1.3%	10.2%	-4.6%	COc1ccc(S(=O)(=O)N(C)c2ccc(C(=O)N3CCCC3)cc2)cc1OC
7.9%	2.4%	50.1µM*	-7.0%	?	?	4.6%	?	.	COc1ccccc1C1=Nc2cccc3cccc(c23)N1
19.6%[57.1 µM]	-14.2%	-14.5%	-8.1%	-2.1%	17.7%	1.8%	24.8%	-0.2%	N#CCCC(CCC#N)(CCC#N)c1cc[n+](CCc2ccccn2)cc1
16.4%	-10.5%	-2.3%	-2.0%	12.3%	-11.3%	-0.1%	29.7%	7.8%	CCOC(=O)C1CCN(S(=O)(=O)c2cn(C)cn2)CC1
40.1%[activator][57.1 µM]	-0.1%	-3.1%	-8.7%	7.8%	22.8%	-21.2%	18.4%	-1.4%	CCN(CC)S(=O)(=O)c1ccc2c(c1)N(CC(=O)NCCc1ccc(S(N)(=O)=O)cc1)C(=O)CO2
-3.7%	-0.8%	-5.7%	3.6%	?	-5.2%	4.1%	50.2%[activator]	-10.2%	C[C@H](CO)N1C[C@H](C)[C@@H](CN(C)C(=O)Nc2ccc3c(c2)OCO3)Oc2ccc(NC(=O)CCN3CCOCC3)cc2C1=O
8.3%	11.3%	-5.5%	-12.0%	136.4%[activator]	-1.5%	-10.6%	33.7%	-5.2%	CCN(C[C@H]1N[C@@](Cc2ccccc2)(C(=O)OC)[C@H]2C(=O)N(Cc3ccccc3)C(=O)[C@@H]12)S(=O)(=O)c1ccccc1
6.6%	-0.3%	?	-1.4%	13.9%	-9.9%	7.9%	-25.8%	2.1%	O=[N+]([O-])c1cc(F)c(N2CCOCC2)cc1N1CCCCC1
1.4%	1.3%	-4.1%	-8.0%	2.0%	14.0%	2.5%	30.7%	12.6%	O=C(CN1CCN(S(=O)(=O)c2ccccc2)CC1)NCc1ccccc1
37.2%[activator][57.1 µM]	-1.9%	-18.3%	5.2%	0.0%	0.3%	0.5%	6.8%	i	O=C1CCCCCCCCCC/C(=N\O)CCCO1
?	?	-17.4%	-8.4%	?	-15.8%	22.7%	3.6%	-0.5%	Cn1cccc1/C=C1\SC(=S)N(CC(=O)O)C1=O

Taken from above.
HP1b chromo inh, O=C(CN1CCN(S(=O)(=O)c2ccccc2)CC1)NCc1ccccc1 → 30.7%
ERG Ets-DNA blk, N#CCCC(CCC#N)(CCC#N)c1cc[n+](CCc2ccccn2)cc1 → -8.1%
GLS inh, COc1ccccc1N1CCN(C(=O)c2n[nH]c3ccccc23)CC1 → 7.8%

New compounds follow
TrxR1 inh	Pin1 inh	JMJD2A Tudor inh	ERG Ets-DNA blk	ALOX12 inh	RGS4 inh	GLS inh	HP1b chromo inh	Tb PGK inh	canonical_smiles
-11.0%	4.9%	-7.6%	-9.6%	9.1%	-10.7%	28.8%	36.3%	-1.8%	O=C(NNC(=O)c1ccncc1)Nc1cc(Cl)ccc1Cl
0.8%	1.5%	-33.0%	-3.5%	24.5%	-17.0%	3.5%	-3.4%	-9.1%	COc1ccc(OC)c(NC(=O)CSc2nccn2Cc2ccco2)c1
12.5%	-3.7%	-6.7%	-0.6%	0.0%	-7.7%	-2.7%	21.6%	-10.4%	Cn1c(=O)cc(OCC(=O)NCCCN2CCN(c3ccccc3F)CC2)c2ccccc21
21.1%	11.1%	3.1%	-0.2%	0.0%	-14.3%	1.9%	36.3%	0.5%	CN1C2=C(C#N)C(c3ccccc3)(C(F)(F)F)NC(=O)N2c2ccccc21 (stereo not given)
8.1%[57.1 µM]	3.2%	50.1µM*	3.2%	170.1%[activator]	0.1%	-4.5%	47.2%[activator]	i	O=C(CCCCCN1C(=O)CCC1=O)Nc1ncn[nH]1
7.3%	-4.0%	-6.2%	-7.1%	1.4%	-3.3%	-8.7%	38.9%	-5.4%	Cc1ccc(NC(=O)CSc2nnc(-c3cnccn3)n2C)cc1C
7.2%[57.1 µM]	5.1%	6.9%	2.6%	-1.7%	-8.0%	-4.2%	-0.3%	-7.4%	CN(C)CCn1c(=S)[nH]c2ncccc2c1=O
15.0%	1.9%	3.16µM*	-4.9%	0.447µM*	0.5%	0.7%	?	-5.9%	Fc1ccc(CN2CCCCCCC2)c(F)c1
6.3%[57.1 µM]	?	-27.1%	?	0.1%	-38.2%	-16.9%	0.1%	-2.5%	CCOC(=O)c1c(CC(C)C)csc1/N=C/C1C(=O)CCCC1=O
7.6%[57.1 µM]	0.1%	-24.8%	4.9%	-8.7%	-7.4%	9.2%	35.0%[activator]	-0.2%	COc1cc(SC)ccc1C(=O)Nc1ncc(Cl)cc1Cl
-18.4%	-0.4%	-9.7%	-3.3%	-12.9%	-20.6%	-3.4%	21.0%	-1.9%	O=C(Nc1ccc(C(=O)N2CCCC(CO)C2)cc1)c1ccc(Br)o1 (stereo not given)
